# Screens: PubChem BioAssay, NCI
# All columns: NCI-60 one-dose screen, growth in % after 48 h at 10 µM unless noted; 100 = growth as untreated, 0 = no growth, -100 = all killed.
# OVCAR-4: OVCAR-4 ovarian cancer cells; 80,000 compounds, 3.7% hits; AID 1794784
# HT29: HT29 colon cancer; 81,000 compounds, 7.4% hits; AID 1794748
# KM12: KM12 colon cancer cells | 82,000 compounds, 5% hits | AID 1794800
# SK-OV-3: SK-OV-3 ovarian cancer cells | 80,000 compounds, 3.2% hits | AID 1794785
# IGROV1: IGROV1 ovarian cancer; 79,000 compounds, 4.7% hits
# COLO 205: COLO 205 colon cancer; 79,000 compounds, 7.3% hits; AID 1794742
# HCT-15: HCT-15 colon cancer; 82,000 compounds, 5.2% hits; AID 1794746
# HCT-116: HCT-116 colon cancer. 82,000 compounds, 7.3% hits. AID 1794798
# SW-620: SW-620 colon cancer; 82,000 compounds, 5.2% hits; AID 1794795
# * marks the source's active call; other numbers are inactive results; x = not tested or not shown; & = joins results of further samples. How the source made its calls: active means growth percent below 10; inactive means the rest.
mol,OVCAR-4,HT29,KM12,SK-OV-3,IGROV1,COLO 205,HCT-15,HCT-116,SW-620
Nc1nc2[nH]cc(CCc3ccc(C(=O)N[C@@H](CCC(=O)O)c4nn[nH]n4)cc3)c2c(=O)[nH]1,119,99,104,111,104,108,108,104,105
CCc1c[n+]([O-])c(C)cc1[N+](=O)[O-],97,115,101,131,109,111,88,92,91
CCC1(c2ccccc2)C(=O)N=C(N)N(C#N)C1=O (stereo not given),110,122,108,114,96,104,108,100,104
O=C(/C(=C/c1ccc(F)cc1)c1ccccc1)c1ccccc1,87,98,101,113,89,115,76,73,102
Cc1ccc(-c2nc(C#N)c(S(=O)(=O)n3ncnc3N)o2)cc1,103,111,103,95,99,81,94,86,83
Oc1ccc(-c2ccc3c(c2)ncn3-c2ccc(O)cc2)cc1,61,105,29,130,107,121,87,97,103
CCOC(=O)c1nnn(-c2ccccc2)c1C1=CN(C)CCC1,100,99,100,97,104,113,99,88,101
CS(=O)(=O)OCC1C2CC(CC2OS(C)(=O)=O)C1c1ccccc1 (stereo not given),103,108,96,107,102,131,100,103,101
Cc1ccc2c(C)c3c(ccc4ccccc43)c[n+]2c1,56,88,29,84,61,92,96,82,83
Cc1ccc2c(=O)cc(C(=O)Nc3sc4c(c3C(=O)NCc3cccnc3)CCCC4)oc2c1C,105,109,97,100,100,110,103,109,101
C=C(C)C(=O)Nc1ccccc1,101,94,102,101,101,108,96,91,99
O=S(=O)(Nc1nc2ccccc2[nH]1)c1ccc2ccccc2c1,x,97,100,93,80,97,102,93,100

# Further entries
mol,OVCAR-4,HT29,KM12,SK-OV-3,IGROV1,COLO 205,HCT-15,HCT-116,SW-620
COc1ccc(C2CC(=O)c3c(nc4ccc(Cl)cc4c3N)C2)cc1OC (stereo not given),90,74,104,107,94,110,76,76,100
CCC/C=C(/C=O)CC,99,103,99,101,111,99,98,102,92
COc1ccc(/C=N/NC(N)=S)c(OC)n1,94,93,102,114,100,111,87,99,108
CCn1cnc2c(SC3CCCC3)ncnc21,113,111,91,107,61,142,117,102,109
Cc1c(C(=O)NO)sc2ncnc(Nc3ccc(NC(=O)Nc4cccc(C(F)(F)F)c4)cc3)c12,103,97,66,113,98,103,98,98,109
CCn1c(SCC(=O)Nc2nc3ccc(OC)cc3s2)nnc1-c1cccnc1Nc1cc(OC)c(OC)c(OC)c1,108,99,110,94,91,104,102,107,106
Nc1ccc2ccc(N)cc2c1,40,94,67,92,74,90,74,83,87
COc1ccc(-n2cc(-c3ccccc3)c3c(SCC(=O)N/N=C/c4ccc(N(C)C)cc4)ncnc32)cc1,100,94,97,101,96,104,98,89,95
N=C1c2ccccc2-c2ccccc21,124,107,116,110,81,116,106,103,109
O=C(Nc1ccc([N+](=O)[O-])cc1)N1CCCCC1,106,99,103,101,110,103,101,105,113
C/C(=N\NC(=S)Nc1ccccc1)c1nnn(-c2ccc(Br)cc2)c1C,56,46,50,69,76,26,28,41,48
COc1ccc(CCC2NCCc3c(Br)c4c(c(OC)c32)OCO4)cc1 (stereo not given),42,2.1*,3.9*,29,1.9*,-38*,7.9*,4.1*,2.7*

# For reference, part of the list above:
mol,OVCAR-4,HT29,KM12,SK-OV-3,IGROV1,COLO 205,HCT-15,HCT-116,SW-620
COc1ccc(C2CC(=O)c3c(nc4ccc(Cl)cc4c3N)C2)cc1OC (stereo not given),90,74,104,107,94,110,76,76,100
CCC/C=C(/C=O)CC,99,103,99,101,111,99,98,102,92

# Going on with the list:
mol,OVCAR-4,HT29,KM12,SK-OV-3,IGROV1,COLO 205,HCT-15,HCT-116,SW-620
C=CCOC(=O)C1=C(C)NC2=C(C(=O)CC(C)(C)C2)C1c1ccccc1 (stereo not given),110,108,96,81,103,102,98,95,95
COc1ccc(C(=O)/C=C/c2cccc(Cl)c2Cl)cc1S(N)(=O)=O,36,-6.3*,-62*,43,10,-79*,-69*,-98*,-47*
O=C(OCC1OC(n2cnc3c(=S)nc[nH]c32)C(OC(=O)c2ccc([N+](=O)[O-])cc2)C1OC(=O)c1ccc([N+](=O)[O-])cc1)c1ccc([N+](=O)[O-])cc1 (stereo not given),97,98,117,89,106,106,112,101,109
CC(C)CNC(=O)c1ccccc1Cl,98,101,108,91,105,99,97,106,107
COc1cccc(C(=O)NNc2nc(N3CCN(C4CCCCC4)CC3)nc(N3CCN(C(c4ccccc4)c4ccccc4)CC3)n2)c1,24,24,24,52,38,14,25,19,39
NCc1ccc(S(N)(=O)=O)cc1,109&105&107,111&92&101,115&103&107,113&102&100,125&104&102,133&115&109,112&97&105,116&100&93,113&106&109
CC(=O)O[C@]1(C(C)=O)CCC2C3C=C(C)C4=CC(=O)CCC4(C)C3CCC21C (stereo not given in full),95,101,105,96,91,112,100,87,114
Cc1nccc2c3ccc(OCc4cn(Cc5ccc(Br)cc5)nn4)cc3n(CCCc3ccccc3)c12,51,81,93,82,77,92,93,64,98
O=C1S/C(=C\c2ccccc2Cl)C(=O)N1Cc1cc2ccccc2nc1Cl,99,112,102,100,105,111,98,109,100
FC(F)(F)c1nc2c(NCc3ccc(-c4ccccc4)cc3)cccc2[nH]1,89,84,81,89,86,90,68,74,75
CC12OCCC1CC(=O)O2 (stereo not given),99,107,110,103,102,120,97,115,107
CCCCCCCC(=O)OC1CCCCC1C1CCCCC1 (stereo not given),99,104,107,115,x,114,106,106,x

# (next part)
mol,OVCAR-4,HT29,KM12,SK-OV-3,IGROV1,COLO 205,HCT-15,HCT-116,SW-620
CCOC(=O)N1CCc2c(sc3c2C(=O)N[C@H](c2ccco2)N3)C1,111,99,106,93,113,x,111,96,100
Cc1sc2nc(NCc3ccccc3Cl)[nH]c(=O)c2c1C,101,103,91,114,91,113,47,50,102
COc1cccc(-c2nc3cc(NC(=O)c4ccc(Cl)c(C#N)c4)ccc3o2)c1,-90*,-3.4*,-52*,16,72,29,52,-92*,47
Cc1ccc(C(=O)n2cc(-c3ccccc3)c(-c3ccccc3)c2)cc1,81,88,93,100,103,106,64,55,96
CCC(=O)c1c(C(=O)OC)c(C(=O)OC)c2c3ccccc3c3ccccc3n12,96,106,101,145,92,125,89,94,108
COc1ccc(S(=O)(=O)NC(=O)NC2C(O)OC(CO)C(O)C2O)cc1 (stereo not given),107,107,105,102,112,113,101,122,102
COc1ccc2cc(C(=O)/C=C/c3c(C)n(C)n(-c4ccccc4)c3=O)ccc2c1,97,91,100,86,100,102,106,89,109
CCS(=O)(=O)c1nnc2n(Cc3ccccc3)c(=O)c3c(C)c(C(N)=O)sc3n12,62,91,104,98,104,100,95,95,108
CNC1=CC(=O)c2c(C(=O)OC)c(C)[n+]([O-])c(C)c2C1=O,26,17,61,120,70,8.1*,49,16,42
O=Cc1cc(C=O)c(O)c(/C=C2/SC(=O)NC2=O)c1,110,103,91,79,92,85,104,92,101
COc1ccc(CNC(=O)C(O)C(Cc2ccccc2)N(Cc2ccccc2)Cc2ccccc2)cc1OC (stereo not given),74,61,85,97,88,74,66,53,90
CC(=O)OCC1CCCO1 (stereo not given),102,101,102,92,113,102,100,105,87

# New compounds follow.
mol,OVCAR-4,HT29,KM12,SK-OV-3,IGROV1,COLO 205,HCT-15,HCT-116,SW-620
COc1ccc(-c2c(NC(C)=O)noc2-c2cc(OC)c3c(c2OC)OCO3)cc1,100,95,102,93,86,104,103,105,104
COc1cccc2nc(Nc3cccc(NC(=O)c4ccc(CN5CCCN(C)CC5)c(C(F)(F)F)c4)c3)ccc12,-84*,-72*,-64*,-73*,-85*,-57*,-100*,-65*,-97*
COc1cc2nc(SCC(=O)Nc3cc(OC)c(OC)c(OC)c3)n(-c3ccc(F)cc3)c(=O)c2cc1OC,105,98,95,105,96,107,108,98,102
C=CCn1c(C)nc2ccc(Nc3nc(Sc4ccc(N)cc4)nc4ccccc34)cc21,89,97,97,124,102,121,96,93,108
O=C(OCCOc1ccccc1)c1ccccc1Cl,107,102,108,101,114,104,106,106,103
CCCCCCCCCC1OCC(C)(C)C(C(C)C)O1 (stereo not given),99,100,108,105,96,103,102,103,100
O=C1NC(=O)C2(CC(C(=O)Nc3ccc4[nH]c(=S)[nH]c4c3)Oc3ccc(F)cc32)N1 (stereo not given),96,101,112,100,108,111,100,105,101
CCCCOc1ccccc1I,105,95,108,99,96,108,102,92,104
COc1ccc(/C=N/O)cc1,109,108,103,106,122,125,102,109,105
Cc1cc(C)n(C(N)=NC(=O)c2ccc([N+](=O)[O-])cc2)n1,104,104,105,112,90,131,100,92,101
COc1cccc2cc(-c3cc(-c4ccc(-c5cc(-c6cc7cccc(OC)c7oc6=O)nc(-c6cc7cccc(OC)c7oc6=O)c5)cc4)cc(-c4cc5cccc(OC)c5oc4=O)n3)c(=O)oc12,112,105,99,116,119,126,109,79,109
C=C(Cl)C1CO1 (stereo not given),x,108,108,108,106,117,104,100,105

# Continuation.
mol,OVCAR-4,HT29,KM12,SK-OV-3,IGROV1,COLO 205,HCT-15,HCT-116,SW-620
C=CCOc1c(C)cc(C)cc1C,104,112,108,112,102,112,105,109,103
COc1ccc2c(c1)Cc1ccccc1C2=O,93,94,95,99,95,x,100,98,108
OCCn1ccc2nc(Cl)nc(Cl)c21,101,110,99,101,101,118,99,103,105
O=C1CC(c2ccccc2)n2cnc3ncnc(c32)S1 (stereo not given),100,104,97,104,106,102,101,94,91
C/C(O)=C(\N=Nc1ccccc1)C(N)=O,130,90,x,108,129,109,103,99,117
NS(=O)(=O)c1ccc(-c2nonc2-c2ccccc2)cc1,101,104,94,97,120,100,116,97,106
CCOC(=O)c1c(NCc2ccccc2)sc2cc(O)ccc12,78,101,91,99,63,110,79,90,93
NC(=N\N=C\c1ccccc1O)/C(N)=N/N=C/c1ccccc1O,6.5*,74,56,92,98,97,66,81,72
O=C1C[C@@H](c2ccccc2)Oc2c(Cc3ccccc3O)c(O)c(Cc3ccccc3O)c(O)c21,98,103,95,103,93,112,101,95,102
Cc1nn(-c2ccc(F)cc2)c2ncnc(N)c12,104,97,97,105,89,118,105,109,119
Cc1c(CC(=O)OCCO)cc(-c2ccc(Cl)cc2)n1-c1ccccc1,69,101,99,110,104,109,94,102,104
O=C(/C=C/c1ccc(O)c(O)c1)NC(Cc1ccccc1)C(=O)C(=O)NCc1ccccc1 (stereo not given),89,109,99,102,97,112,91,91,101

# (further entries)
mol,OVCAR-4,HT29,KM12,SK-OV-3,IGROV1,COLO 205,HCT-15,HCT-116,SW-620
COc1cc2c(cc1OCCCCCCN1CCN(c3ncnc4ccccc34)CC1)N=CC1CCCN1C2=O (stereo not given),-14*,11,-28*,21,1.1*,-57*,-2.5*,3.4*,-19*
CS(=O)(=O)NN,121,106,111,99,119,103,128,102,108
COc1ccc(N(CCN(C)C)C(=O)C(c2ccccc2)c2ccccc2)cc1,106,77,99,87,83,99,99,97,93
COC(=O)c1nnn(-c2cccc(C(F)(F)F)c2)c1C(=O)c1ccc(Cl)c(Cl)c1,97,104,90,98,86,112,60,77,92
COc1ccc(Nc2cc(C)nc(NCCCNc3ccnc4cc(Cl)ccc34)n2)cc1,4.0*,-70*,20,-25*,30,-96*,-56*,-97*,-57*
Nc1nc(N)c(N=O)c(Nc2ccc(S(N)(=O)=O)cc2)n1,111,99,109,100,89,102,99,102,104
Nc1ccc2c(c1)C(=O)c1ccc(Cl)cc1-2,x,88,101,100,100,107,100,102,105
O=C(Cn1nnc2ccccc21)N/N=C/c1cccc(O)c1O,50,77,48,69,69,53,26,47,50
COc1cc2nc(-c3cnc(N(C)C)nc3)nc(NC3CCN(Cc4ccccc4)CC3)c2cc1OC,-94*,-84*,-61*,-68*,-76*,-82*,-86*,-81*,-56*
Cc1ccc2nc(-c3nc(-c4ccc(C(F)(F)F)cc4)n4ccccc34)[nH]c2c1,75,100,97,98,97,90,86,86,95
CCc1ccc(-c2ccc(NC3CCCCCC3)nn2)cc1S(N)(=O)=O,102,91,110,105,110,115,96,103,99
Cc1nc2c(c(=O)[nH]1)C(c1ccccc1Cl)c1ccc3ccccc3c1O2 (stereo not given),86,128,88,87,93,97,70,99,92
Cc1ccccc1-c1noc(Cn2cc(-c3ccccc3)nn2)n1,95,104,99,104,98,111,105,103,102
CCOP(=O)(OCC)C(Cc1ccc(OC)c(OC)c1)N=C(c1ccccc1)c1ccccc1 (stereo not given),90,88,102,102,91,111,92,91,98

# In the list so far, these contain fluorine:
mol,OVCAR-4,HT29,KM12,SK-OV-3,IGROV1,COLO 205,HCT-15,HCT-116,SW-620
O=C(/C(=C/c1ccc(F)cc1)c1ccccc1)c1ccccc1,87,98,101,113,89,115,76,73,102
Cc1c(C(=O)NO)sc2ncnc(Nc3ccc(NC(=O)Nc4cccc(C(F)(F)F)c4)cc3)c12,103,97,66,113,98,103,98,98,109
FC(F)(F)c1nc2c(NCc3ccc(-c4ccccc4)cc3)cccc2[nH]1,89,84,81,89,86,90,68,74,75
COc1cccc2nc(Nc3cccc(NC(=O)c4ccc(CN5CCCN(C)CC5)c(C(F)(F)F)c4)c3)ccc12,-84*,-72*,-64*,-73*,-85*,-57*,-100*,-65*,-97*
COc1cc2nc(SCC(=O)Nc3cc(OC)c(OC)c(OC)c3)n(-c3ccc(F)cc3)c(=O)c2cc1OC,105,98,95,105,96,107,108,98,102
O=C1NC(=O)C2(CC(C(=O)Nc3ccc4[nH]c(=S)[nH]c4c3)Oc3ccc(F)cc32)N1 (stereo not given),96,101,112,100,108,111,100,105,101
Cc1nn(-c2ccc(F)cc2)c2ncnc(N)c12,104,97,97,105,89,118,105,109,119
COC(=O)c1nnn(-c2cccc(C(F)(F)F)c2)c1C(=O)c1ccc(Cl)c(Cl)c1,97,104,90,98,86,112,60,77,92
Cc1ccc2nc(-c3nc(-c4ccc(C(F)(F)F)cc4)n4ccccc34)[nH]c2c1,75,100,97,98,97,90,86,86,95

# Rows were taken by chance (roughly 12% active in at least one column).
